From PubChem
CD40 NFkB inh: CD40 pathway inhibition in BL2 cells. 83,000 compounds, 0.94% hits. inhibition, % at 10 µM. BL2 NF-kB luciferase reporter, CD40L-induced, 4 h;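 active means mean inhibition of at least 50% with a set share of replicates also reaching that level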;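 further: 0% = neutral control wells and 100% = IKK inhibitor VII at 50 µM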
The depositor's hits bear a star; & = joins results of further samples; [ ] = remark or other dose. These rows are one share of the data, so the mix of outcomes need not match the whole.

CD40 NFkB inh	molecule
-88	O=C(NC1CC1)c1ccc(-c2ccccc2)cc1
3	S=c1[nH]nc(-c2ccc(Br)o2)n1Cc1ccccc1
-1	C=C(C)[C@@H]1CC=C(CN2CCC(N3CCC(C(=O)N4CCCC4)CC3)CC2)CC1
5	C[C@H](NS(=O)(=O)c1ccc2c(c1)OCCCO2)C(=O)N1CCN(Cc2ccccc2)CC1
2	O=C(CN1C(=O)COc2ccc(Cl)cc21)NCC1CCCO1 (stereo unspecified)
1	O=C(Nc1ncccn1)C12CC3CC(CC(C3)C1)C2
-33	O=C(NCc1cccs1)c1csc2ccccc12
5	CC1CCCN(S(=O)(=O)c2cccc3nonc23)C1 (stereo unspecified)
1	CC(C)CN(C(=O)COC(=O)Cc1cccc2ccccc12)c1c(N)n(Cc2ccccc2)c(=O)[nH]c1=O
1	NC(=O)C1CCN(c2nc(C3CC3)nc3c2nnn3Cc2ccccc2)CC1
2	CC(=O)Nc1ncc2c(n1)CC(c1ccco1)CC2=O (stereo unspecified)
-14	CCn1cnc2cc(NCc3ccncc3)ccc21
8	NC(=O)CCn1c(=O)oc2ccccc21
0	Cc1nn(C)c(Oc2cccc(Cl)c2)c1C(=O)Nc1ccc(F)cc1
-5[25 µM]	O=C([C@@H]1[C@@H](CO)[C@@H]2Cn3c(ccc(C4=CCCCC4)c3=O)[C@H]1N2)N1CCC(Cc2ccccc2)CC1
-2[25 µM]	N#C[C@H]1[C@H](c2ccccc2)[C@@H](CO)N1C(=O)c1cc(Cl)cc(Cl)c1
6	CN(C)CCNC(=O)Cn1c(=O)c2cccn2c2ccc(F)cc21
2	COc1ccc(S(=O)(=O)N2CCCCCC2)cc1C(=O)N1CCCCC1
6	O=C(CN1CCOCC1)Nc1ccccc1C(=O)Nc1ccccc1
-10[25 µM]	O=C(C[C@H]1C[C@H]2c3cc(NC(=O)Cc4ccncc4)ccc3O[C@H]2[C@@H](CO)O1)NCc1ccc(-c2ccccc2)cc1
0[25 µM]	CO[C@@H]1CC[C@H]2CCOc3ccc(C#N)cc3C(=O)N(C)C[C@H](c3ccccc3)CC(=O)N(C)C[C@H]1O2
0	CNC(=O)c1cc(OCC(F)(F)F)ccc1OCC(F)(F)F
-3[25 µM]	C[C@@H](NC(=O)[C@H]1[C@H](CO)[C@H]2Cn3c(ccc(-c4ccccc4)c3=O)[C@@H]1N2C)c1ccccc1
-2	O=C(Oc1ccc2cc(Br)ccc2c1)c1cccnc1
-7[25 µM]	CO[C@H]1CN(C)C(=O)c2ccc(NS(C)(=O)=O)cc2OC[C@H](C)N(C(=O)CN(C)C)C[C@@H]1C
-6	CCCNC(=O)Nc1ccc(F)c(Cl)c1
5[25 µM]	O=C(C[C@H]1C=C[C@@H](NS(=O)(=O)c2ccccc2)[C@@H](CO)O1)NCCN1CCCCC1
-5	O=C(CCNS(=O)(=O)c1cccc2nonc12)NC1CCCCC1
-6[25 µM]	CN(C)c1ccc2c(c1)[C@H]1C[C@H](CC(=O)NCCc3ccccc3)O[C@H](CO)[C@H]1O2
-2[25 µM]	Cc1ccccc1S(=O)(=O)N1C[C@@H](O)COC[C@@H]2O[C@@H](CC(=O)N3CCCCC3)CC[C@H]21

Overlap with the part before: 3 compounds; new compounds follow.
CD40 NFkB inh	molecule
-5	O=C(CCNS(=O)(=O)c1cccc2nonc12)NC1CCCCC1
-6[25 µM]	CN(C)c1ccc2c(c1)[C@H]1C[C@H](CC(=O)NCCc3ccccc3)O[C@H](CO)[C@H]1O2
-2[25 µM]	Cc1ccccc1S(=O)(=O)N1C[C@@H](O)COC[C@@H]2O[C@@H](CC(=O)N3CCCCC3)CC[C@H]21
10	CCCC(=O)Nc1cc(S(=O)(=O)N(CC)CC)ccc1Cl
0[25 µM]	COc1ccc2c3c(n(C)c2c1)[C@@H](CO)N(C(=O)C1CC1)CC31CCN(Cc2cccc(F)c2)CC1
7	C=CCN1C(=O)c2ccc(C(=O)N(CC(C)C)c3c(N)n(CCCC)c(=O)[nH]c3=O)cc2C1=O
-39	CCOc1ccc2oc(C(=O)Nc3cc(C)ccn3)c(C)c2c1
8[25 µM]	COc1cccc(NC(=O)N(C)C[C@H]2Oc3ncc(/C=C/c4ccccc4)cc3C(=O)N([C@H](C)CO)C[C@@H]2C)c1
0	O=C(COc1coc(CN2CCN(c3ccccc3)CC2)cc1=O)NCC1CCCO1 (stereo unspecified)
23	c1csc(CCNc2ncnc3sc4c(c23)CCC4)c1
4	CC(=O)c1sc(NC(=O)C2CSC3(C)CCC(=O)N23)nc1-c1ccccc1 (stereo unspecified)
8	Cc1ccc(NC(=O)CN2C(=O)NC3(CCCC3)C2=O)cc1S(=O)(=O)N1CCCCC1
6	Cc1cccc(NS(=O)(=O)c2cccc(C(=O)NCC(c3ccc(F)cc3)N3CCOCC3)c2)c1 (stereo unspecified)
6	Cc1ncc(CN2CCC(CO)(CCc3ccccc3)CC2)s1
-23	O=C(CSc1nnc(NC2CC2)s1)c1ccc[nH]1
2[25 µM]	COc1ccccc1S(=O)(=O)N1CC[C@@H]2[C@H](CO)Nc3ccc(-c4ccc(C#N)cc4)cc3[C@@H]21
35	C=CCn1c(SCc2csc(C)n2)nc2scc(-c3ccc(C)o3)c2c1=O
13	Cn1c(Br)nc2c1c(=O)n(CC(O)COc1ccccc1)c(=O)n2C (stereo unspecified)
16	CC1CN(C(=O)COC(=O)c2cccs2)CC(C)O1 (stereo unspecified)
-35	O=C(CSc1nnc(C2CC2)n1C1CC1)c1ccc(F)c(F)c1
6	O=C(c1ccncc1)N1C[C@@H]2N[C@H](C1)C2c1ccc(-c2cccnc2)cc1 (stereo partly specified)
-2&-11[25 µM]	Fc1ccccc1-c1ccc(C2[C@@H]3CN(Cc4ccccn4)C[C@H]2N3)cc1 (stereo partly specified)
-3	Nc1nc2c(ncn2COC(CO)CO)c(=O)[nH]1
16	CCCNC(=O)COC(=O)CCC(=O)c1ccc(F)cc1
9	O=S(=O)(c1ccccc1)c1nc(-c2ccccc2)oc1NCCCN1CCOCC1
15	CC(=O)NS(=O)(=O)c1ccc(N)cc1
-27	O=C(CSCc1ccc(Br)cc1)N1CCCC1
2[25 µM]	CN(C)CC(=O)N1[C@@H](C#N)[C@@H](c2ccc(-c3cccc(C(=O)N(C)C)c3)cc2)[C@@H]1CO
-4	CC(=O)c1c(C)nc(-c2ccc(OCC(=O)Nc3cccc(C)c3C)cc2)n1O
6	N#C[C@@H]1[C@@H](c2ccccc2-c2ccc(F)cc2)[C@H](CO)N1C(=O)NC1CCCC1
24	CCCC(C)NC(=O)COC(=O)c1cccc(NS(C)(=O)=O)c1 (stereo unspecified)
-92	COc1ccc(C(C#N)=Cc2ccc(NC(C)=O)cc2)cc1
-1	CCCNC(=O)Nc1ccc(NC(C)=O)cc1

Next part
CD40 NFkB inh	molecule
-5	COc1ccc(NC(=O)CSc2nc3sc(C)c(C)c3c(=O)n2Cc2ccco2)cc1
15[25 µM]	CCCNC(=O)N1C[C@@H]2[C@H](c3ccccc31)[C@H](CO)N2CC1CCCC1
-5[25 µM]	COc1ccc(-c2ccc3n(c2=O)C[C@@H]2[C@@H](CO)[C@H](C(=O)Nc4ccccc4)[C@H]3N2C)cc1
8	CCCCC(=O)NCCc1ccc(S(N)(=O)=O)cc1
4	CC1CCCN(C(=O)c2cc(-c3cccs3)nc3ccccc23)C1 (stereo unspecified)
6	Cc1ccccc1CN1CCSc2sccc2C1=O
-20	Cc1ccc2[nH]c(=O)c(CN3CCCCC3)c(-c3ccccc3)c2c1
3[25 µM]	CC[C@@H]1C/C=C\C[C@H](c2ccc(OC)cc2OC)NC(=O)[C@@H](C)CC(=O)N1
-14[25 µM]	C/C=C/c1ccc2c(c1)O[C@@H](CN(C)C(=O)Nc1cccc(F)c1)[C@H](C)CN([C@H](C)CO)S2(=O)=O
-3[25 µM]	C[C@H]1CN([C@@H](C)CO)C(=O)c2ccccc2-c2ccccc2CO[C@H]1CN(C)Cc1ccc2c(c1)OCO2
-1	O=C(NC1CCCCC1)c1ccccc1NC(=O)C1CC1
-13	COc1ccc(-n2cnc3cc(NC(=O)c4ccco4)ccc32)cc1
-2	CCOC(=O)C(C#N)c1ccccn1 (stereo unspecified)
-9[25 µM]	COc1ccc2c3c(n(C)c2c1)[C@@H](CO)N(CC1CC1)CC31CN(S(=O)(=O)c2cn(C)cn2)C1
8	COc1ccc(CCNC(=O)COC(=O)Cn2cnc3ccccc3c2=O)cc1
-65	CC(=O)N1CC[C@H]2[C@@H]1c1cc(-c3ccccc3)ccc1N(C)[C@H]2CO
10	CCCC(=O)NCc1ccc2c(c1)cc(C)n2C
6	CN(C(=O)c1cc(S(=O)(=O)N2CCCCC2)c[nH]1)C1CCCCC1
18	CCN(Cc1ccccc1)S(=O)(=O)c1ccc2oc(C(=O)O)c(C)c2c1
10	CCc1nnc(NC(=O)COc2ccc(N(C)S(=O)(=O)c3ccc(C)cc3)cc2)s1
-2[25 µM]	CCCNC(=O)N1C[C@H]2[C@@H](c3ccccc31)[C@@H](CO)N2Cc1ccc2c(c1)OCO2
4	COc1ccc(C2(c3ccc(OC)cc3)NC(=O)N(CC(=O)NC3CCCC3)C2=O)cc1
9[25 µM]	COc1cccc(NC(=O)N2CC(=O)N3[C@H](CO)[C@H](c4ccc(C5=CCCCC5)cc4)[C@@H]3C2)c1
-3	CN(Cc1nc2c(s1)CCCC2)C(=O)CCc1nnc(-c2ccc3c(c2)OCO3)o1
7	Cc1cc(NC(=O)COc2ccccc2)n(-c2ccccc2)n1
1	COc1ccc(S(=O)(=O)NCC2CCCN(C(=O)C3CCCC3)C2)cc1 (stereo unspecified)
-5	O=C(CN1C(=O)C2CCCCC2C1=O)Nc1nc2ccc(F)cc2s1 (stereo unspecified)
-1[25 µM]	CS(=O)(=O)Nc1ccc2c(c1)[C@H]1C[C@H](CC(=O)NC3CCCC3)O[C@@H](CO)[C@H]1O2
2	CCOC(=O)c1c(NC(C)=O)sc2c(O)c(Br)cc(Br)c12
-68	c1ccc(Cc2nn3c(C4COc5ccccc5O4)nnc3s2)cc1 (stereo unspecified)

2 of these compounds, reformatted:
CN(C)CCNC(=O)Cn1c(=O)c2cccn2c2ccc(F)cc21
  CD40 NFkB inh: 6

CCOC(=O)C(C#N)c1ccccn1 (stereo unspecified)
  CD40 NFkB inh: -2

Continuation:
CD40 NFkB inh	molecule
5	CCCn1c(=N)n(CC(=O)O)c2ccccc21
-6[25 µM]	C[C@H](NC(=O)[C@@H]1[C@@H](CO)[C@@H]2Cn3c(cccc3=O)[C@H]1N2C(=O)C1CCC1)c1ccccc1
-18	O=C(c1ccco1)N1N=C(c2ccc3nccnc3c2)CC1c1ccccc1 (stereo unspecified)
-12	N#C[C@@H]1[C@H](c2ccccc2C2=CCCCC2)[C@H](CO)N1C(=O)NC1CCCCC1
12	Cc1cccc(NC(=O)c2cccc(S(=O)(=O)N3CCc4ccccc4C3)c2)n1
11	COc1ccc(CCNC(=O)c2ccc3c(c2)NC(=O)CS3)cc1OC
3	O=C(COC(=O)CCC1CCCC1)Nc1cc(S(=O)(=O)N2CCOCC2)ccc1Cl
-28	O=C(O)c1cccc(NS(=O)(=O)c2ccc(-c3ccc(S(=O)(=O)Nc4cccc(C(=O)O)c4)cc3)cc2)c1
3	Cc1cc(C(=O)CCC(=O)N(C)CC(=O)Nc2ccc(OC(F)(F)F)cc2)c(C)s1
2[25 µM]	COc1ccc(S(=O)(=O)Nc2cccc3c2O[C@H](CN(C)CC2CCCCC2)[C@@H](C)CN([C@@H](C)CO)C3=O)cc1
12	CCN1CCN(c2ccc(S(=O)(=O)N3CCCCC3)cc2NC(=O)COc2cc(C)ccc2Cl)CC1
1	CC(=O)Nc1ccc(NC(=O)C(C)OC(=O)c2ccc(S(=O)(=O)N3CCCCC3)cc2)cc1 (stereo unspecified)
5	CC1(C)CC(C(CC(=O)N2CCCC2)Cc2ccccc2)CCO1 (stereo unspecified)
7	Cc1ccc(CN2CCN(Cc3cc(=O)c4ccccc4[nH]3)CC2CCO)o1 (stereo unspecified)
2	COc1ccc(NC(=O)N[C@H]2CC[C@H](CCn3cc(-c4ccc(F)cc4)nn3)O[C@H]2CO)cc1
27	CCOc1ccccc1NC(=O)CSc1nc2[nH]ncc2c(=O)[nH]1
2	O=C(COC(=O)Cc1ccsc1)Nc1ccc(F)cc1Cl
-18[25 µM]	O=C(C[C@@H]1CC[C@H]2[C@@H](COC[C@H](O)CN2C(=O)Nc2cccc(F)c2)O1)NCCCN1CCOCC1
-10	O=C(Nc1ccc(Cl)cc1)N(CCCN1CCOCC1)Cc1cccs1
-2[25 µM]	CC(=O)NC[C@@H]1[C@@H](c2ccccc2)[C@H](CO)N1C(=O)Cc1cccnc1
1[25 µM]	C[C@@H]1CN([C@@H](C)CO)C(=O)CCCn2nncc2CO[C@H]1CN(C)C(=O)c1ccc(N2CCN(C)CC2)cc1
-27	O=C(NCCc1ccccc1)c1ccccc1C(F)(F)F
0[25 µM]	CCCN1C[C@@H](C)[C@H](OC)CN(C)C(=O)c2cc(NC(=O)C3CCC3)ccc2OC[C@@H]1C
-6	O=C(COC(=O)c1ccc(OC(F)F)cc1)Nc1ccc2c(c1)OCCO2
4	O=C(COC(=O)C1CCC1)Nc1ccccc1Sc1ccccc1
3	CCOc1ccccc1C(=O)NCC(=O)O
6	CCCNC(=O)N1[C@H](CN(C)C(C)=O)[C@@H](c2ccc(C3=CCCC3)cc2)[C@@H]1CO
-13[25 µM]	N#C[C@@H]1[C@@H](c2ccccc2C2=CCCC2)[C@H](CO)N1C(=O)CN1CCOCC1
-6[25 µM]	CN(C[C@H]1[C@@H](c2ccccc2)[C@H](CO)N1Cc1ccccn1)S(C)(=O)=O

Laid out differently: seven of the compounds above.
structure | CD40 NFkB inh
COc1ccc(S(=O)(=O)N2CCCCCC2)cc1C(=O)N1CCCCC1 | 2
O=C(CN1C(=O)C2CCCCC2C1=O)Nc1nc2ccc(F)cc2s1 (stereo unspecified) | -5
CCCC(=O)Nc1cc(S(=O)(=O)N(CC)CC)ccc1Cl | 10
O=C(Nc1ccc(Cl)cc1)N(CCCN1CCOCC1)Cc1cccs1 | -10
CC(=O)c1sc(NC(=O)C2CSC3(C)CCC(=O)N23)nc1-c1ccccc1 (stereo unspecified) | 4
COc1ccc(CCNC(=O)COC(=O)Cn2cnc3ccccc3c2=O)cc1 | 8
O=C(Nc1ncccn1)C12CC3CC(CC(C3)C1)C2 | 1
